Screening results deposited in PubChem BioAssay by National Center for Advancing Translational Sciences (NCATS).
AID inhibitor: blocks human AID cytidine deaminase activity | AID deamination FRET fluorescence, UDG-coupled, 4 h | 0.32% of 91,000 active | Q9GZX7 | Potency, µM (series often up to 115 µM), for inactives: top-dose activity change, negative = inhibition, hits mostly inhibitors; note: nearly all actives have a fitted effect of over 25% in size
Target sequence (Q9GZX7 whole entry, looked up): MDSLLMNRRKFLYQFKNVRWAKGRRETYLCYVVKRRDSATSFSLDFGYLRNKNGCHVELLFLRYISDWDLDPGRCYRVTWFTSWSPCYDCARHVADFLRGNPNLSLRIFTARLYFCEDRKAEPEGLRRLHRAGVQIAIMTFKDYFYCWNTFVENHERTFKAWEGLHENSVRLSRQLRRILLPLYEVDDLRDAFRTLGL
UDG counter: counter-screen for AID inhibitors: uracil-DNA glycosylase inhibition | FRET deamination/UDG coupled assay, UDG read, 4 h | Potency, µM (top dose mostly 115 µM), inactives show at the top dose activity change, negative = inhibition, usual class: inhibitors | 0.14% of 91,000 active; note: nearly all actives have a fitted effect of over 65% in size
An asterisk follows results filed as active; ? = inconclusive; [ ] = dose if it differs, or a comment. Calls come from the whole dose curve; as a rule, active = well fitted curve in the direction sought with a large enough effect; inconclusive = small, poorly fitted or top-dose-only effect, or another doubt; inactive = no such curve, though single readings can be large; an effect the other way counts as inactive or inconclusive. % is set by controls: 0 for no effect and ±100 for the full control effect; potency is the fitted concentration of half-maximal effect. This is a subset; count on the stated rates, not on these rows.

nr | molecule | AID inhibitor | UDG counter
1 | Cc1cccc(C(=O)NC(Nc2ccc(Br)cc2)C(Cl)(Cl)Cl)c1 (centres undefined) | -5% | -3%
2 | O=C(c1ccc(CS(=O)c2ccccc2Cl)o1)N1CCN(c2cccc(C(F)(F)F)c2)CC1 (centres undefined) | ? | -15%
3 | Cc1cccc(Cn2c(NCCc3ccccc3)nc3c2c(=O)n(C)c(=O)n3C)c1 | -6% | -12%
4 | O=C(Nc1cccc2ncccc12)c1cccc([N+](=O)[O-])c1 | 22% | -16%
5 | CCOC(=O)C1CCN(c2cc3c(cc2NC(=O)c2ccccc2Cl)n(C)c(=O)n3C)CC1 | -14% | -17%
6 | Cc1ccc(-n2nc(C(=O)Nc3ccc(F)cc3F)c3c4ccccc4n(C)c3c2=O)cc1 | 7% | -8%
7 | O=C(Nc1ccc(C(O)(C(F)(F)F)C(F)(F)F)cc1)c1ccc(Br)cc1 | -7% | -5%
8 | COC(=O)c1ccc2c(=O)n(CCCCCC(=O)NCc3ccc(Cl)cc3)c(=O)[nH]c2c1 | ? | ?
9 | Cc1cccc(C)c1OCC(C)N (centres undefined) | 1% | 7%
10 | CC#CCCC(=O)Nc1ccc(C)cc1 | 3% | 0%
11 | Cc1ccc(S(=O)(=O)Nc2cc3c(cc2Cl)n(C)c(=O)c(=O)n3C)cc1 | 59%[activator] | 6%
12 | O=c1c2c(ncn2Cc2ccco2)n(Cc2ccccc2)c(=O)n1CC(O)c1ccccc1 (centres undefined) | -10% | 2%
13 | Nc1ccc(C(c2ccc(N)cc2)c2ccc(O)cc2)cc1 | -1% | -8%
14 | COc1ccc(/C=C/C(=O)OCc2cc(=O)oc3c(C)c(C)ccc23)cc1OC | ? | -1%
15 | CCOc1ccc(C(=O)CC2(O)C(=O)Nc3ccc(CC)cc32)cc1 (centres undefined) | -12% | -8%
16 | CCC(Sc1nc2cc(OC)c(OC)cc2c(=O)n1Cc1ccc(Cl)cc1)C(=O)NCCOC (centres undefined) | 17% | 6%
17 | CCCCOCCCNC(=O)CCC(=O)O | 2% | 3%
18 | O=S(=O)(Cc1ccccc1F)CC(O)c1ccccc1 (centres undefined) | -3% | -3%
19 | Cc1ccccc1-c1noc(COc2ccc3ccc(=O)oc3c2)n1 | 5% | 9%
20 | Clc1ccc(-c2ccc(CNCCSc3nnnn3-c3ccccc3)o2)cc1 | -15% | -6%
21 | CCOC(=O)c1ccc(NC(=O)C(Cc2ccccc2)NS(=O)(=O)c2ccc(Br)s2)cc1 (centres undefined) | -2% | -15%[57.5 µM]
22 | CCN(C(=O)c1ccc(Cl)s1)C1CC1 | 0% | 4%
23 | CC(C)C(NC/C=C/c1ccccc1)C(=O)O (centres undefined) | -7% | 1%
24 | CCOc1cc(-c2nn3c(-c4ccccc4C)nnc3s2)cc(OCC)c1OCC | -13% | 0%
25 | Clc1ccc(-n2nnnc2C2(Nc3ccccc3)CCCC2)cc1 | -8% | -7%
26 | Cc1ccc(N2CC(C(=O)Nc3ccc(Cl)cc3Cl)CC2=O)cc1 (centres undefined) | 4% | 0%
27 | CC(C(=O)Nc1cccc2ncccc12)N1CCCCC1 (centres undefined) | 1% | -5%
28 | CSC1=N/C(=C\c2cccc(Oc3ccccc3)c2)C(=O)S1 | -7% | 0%
29 | CC(=O)NN1C(=O)c2ccccc2NC1c1ccccn1 (centres undefined) | -3% | 0%
30 | Cc1nc2c(C(=O)NCCc3ccccc3)c[nH]n2c(=O)c1Cc1ccccc1F | -1% | -9%
31 | COc1ccccc1C(=O)n1nc(-c2cccnc2)nc1NCc1ccccc1 | -7% | 7%
32 | CCOC(=O)c1ccc(NC(=O)CC2C(=O)N(c3ccc(C)cc3)C(=O)N2C2CCCCC2)cc1 (centres undefined) | 18% | -17%
33 | O=C(Nc1cccc(Cl)c1)c1ccc2c(Cl)c3c(nc2c1)CCCC3 | -2% | 4%
34 | CCCCN(C)CCCNC(=O)C1CCN(S(=O)(=O)CC)CC1 | 5% | 0%[57.5 µM]
35 | CCc1ccc(N2C(=O)CC(c3cc(OC)ccc3OC)C3=C2COC3=O)cc1 (centres undefined) | -26% | -5%
36 | Cc1ccc(-c2nc(-c3cc4c([nH]c3=O)CC(C)(C)CC4=O)sc2C)cc1 | 103%[activator] | 12%
37 | O=C(Nc1ccc(F)c(F)c1)c1cnn2c(C(F)F)cc(C3CC3)nc12 | 0% | 6%
38 | O=C(Cn1cnc2cc(F)ccc2c1=O)N1CCCC1c1ccc2c(c1)OCCO2 (centres undefined) | -1% | 10%
39 | COc1ccc(C(C)=O)cc1CC(=O)Oc1cc(Cl)ccc1Cl | 0% | 8%
40 | O=C(NCc1ccnc(N2CCCC2)c1)c1ccc(O)c(Cl)c1 | -3% | -8%
41 | COC(=O)c1c[nH]c(=O)cn1 | 12% | 7%
42 | O=C(CN1CCN(C(=O)CCNS(=O)(=O)c2ccc(F)cc2)CC1)Nc1ccccc1Cl | 0% | 1%
43 | O=C(Nc1cccc2cccnc12)C1=C(c2ccccc2)S(=O)(=O)CCO1 | 5% | 1%
44 | CC(C)(C)c1nnc(Nc2cccc(Cl)c2)[nH]c1=O | 3% | 2%
45 | COc1ccc(Cl)cc1NC(=O)CCCn1nc(-n2cccc2)c2c(C)cc(C)nc21 | ? | -8%

Continued, starting with the last 7 of the part before.
nr | molecule | AID inhibitor | UDG counter
39 | COc1ccc(C(C)=O)cc1CC(=O)Oc1cc(Cl)ccc1Cl | 0% | 8%
40 | O=C(NCc1ccnc(N2CCCC2)c1)c1ccc(O)c(Cl)c1 | -3% | -8%
41 | COC(=O)c1c[nH]c(=O)cn1 | 12% | 7%
42 | O=C(CN1CCN(C(=O)CCNS(=O)(=O)c2ccc(F)cc2)CC1)Nc1ccccc1Cl | 0% | 1%
43 | O=C(Nc1cccc2cccnc12)C1=C(c2ccccc2)S(=O)(=O)CCO1 | 5% | 1%
44 | CC(C)(C)c1nnc(Nc2cccc(Cl)c2)[nH]c1=O | 3% | 2%
45 | COc1ccc(Cl)cc1NC(=O)CCCn1nc(-n2cccc2)c2c(C)cc(C)nc21 | ? | -8%
46 | CCOc1ccc(NC(=O)C(=O)NCCc2sc(-c3ccc(C)cc3)nc2C)cc1 | -3% | -4%
47 | CCCNC(=O)N1[C@H](c2cccs2)[C@@H](C)C(=O)[C@@H](C)[C@@H]1c1cccs1 | -9% | 3%
48 | CC(C(=O)Nc1ccc2[nH]c(=O)[nH]c2c1)N(C)Cc1ccc(Cl)cc1Cl (centres undefined) | 12% | -3%
49 | O=c1c2sc3ccccc3c2n(Cc2ccccc2F)c(=O)n1-c1ccccc1Cl | 2% | 1%
50 | COc1ccc(Cl)cc1NC(=O)c1cc2ccc3ccc(C)[nH]c3c2n1 | 13% | 6%
51 | CCn1cc(C(=O)N(C)Cc2ccccc2)c(=O)c2cc(S(=O)(=O)N3CCCCC3)ccc21 | 19%[57.5 µM] | 1%[57.5 µM]
52 | CC(C)(C)NC(=O)Cc1n[nH]c(=O)c2ccccc12 | 2% | 1%
53 | CCCN(c1ccccc1F)S(=O)(=O)c1cc(-c2cc(C)no2)ccc1C | ? | -12%
54 | O=C(Nc1ccc(F)cc1F)c1cc(-c2ccco2)nc2ccccc12 | -5% | -8%
55 | O=C(Nc1cc(Cl)cc(Cl)c1)C(=O)c1c[nH]c2ccccc12 | 1% | -1%
56 | Oc1c(C(c2ccc(Cl)cc2Cl)N2CCCC2)sc2nc(-c3ccco3)nn12 (centres undefined) | 5% | -9%[57.5 µM]
57 | N#Cc1ccc(CCC(=O)O)cc1 | 1% | 5%
58 | Cc1ccc(C(=O)C(C)OC(=O)c2cccc(N(C)C)c2)cc1 (centres undefined) | 2% | -10%
59 | CCCCNC(=O)c1ccc(F)cc1 | 0% | 12%
60 | CCC1CN(C(=O)N2CCC(C(=O)NCCc3cc(OC)ccc3OC)CC2)c2ccccc2O1 (centres undefined) | 8% | 5%[57.5 µM]
61 | CCOc1ccccc1NC(=O)CCn1cnnn1 | -2% | -2%
62 | Cn1c(=O)c2nc(SCCC(=O)O)n(Cc3ccc(F)cc3)c2n(C)c1=O | -6% | -4%
63 | CCCc1cc(=O)oc2cc(C)cc(OCC(=O)NCCN3CCOCC3)c12 | -7% | 0%
64 | CNS(=O)(=O)c1cn(CC(=O)Nc2ccc(F)cc2F)cc1S(=O)(=O)NC | 4% | 13%
65 | CC(C)NC(=O)c1ccc(CSc2nc3ccncc3n2Cc2cccc(F)c2)cc1 | -7% | -9%
66 | CC(=O)c1c(C)[nH]c(-c2csc(NC3CCCCC3)n2)c1C | 22% | 7%
67 | COc1ccc2oc(-c3ccc(NC(=O)c4ccc(Cl)cc4Cl)cc3)nc2c1 | 34%[activator] | -4%
68 | Cc1[nH]c2ccccc2c1C(=O)/C(C#N)=C\c1ccccc1 | -21% | -3%
69 | Cc1c(C(N)=O)nnn1-c1ccc(Br)cc1 | 9% | -10%
70 | NC(=NCc1ccccc1)NCCN1CCN(Cc2ccccc2)CC1 | -9% | -1%
71 | CCC(Oc1ccccc1)C(=O)Nc1cc(-c2cccc(C)c2)nn1-c1ccccc1 (centres undefined) | 0% | 11%
72 | COc1cccc2cc(-c3nc4sc5c(c4c(=O)[nH]3)CCC(C(C)(C)C)C5)c(=O)oc12 (centres undefined) | 10% | 6%[57.5 µM]
73 | COc1cc(NC(=O)Cn2ccc3ccccc3c2=O)cc(OC)c1OC | -11% | 4%
74 | N#Cc1nc(-c2ccc(COc3ccc4ccccc4c3)o2)oc1N1CCC(C(N)=O)CC1 | -9% | 0%
75 | O=C(Cc1ccccc1)N(Cc1cccnc1)c1nc2ccc(Cl)cc2s1 | -19% | -8%
76 | NC(=O)c1ccccc1NCc1cccc2ccccc12 | -6% | -7%
77 | CC(Oc1ccc(C=Nc2ccc(N3CCOCC3)cc2)cc1)C(=O)O (centres undefined) | 30%[activator] | -8%
78 | Cc1cc(F)ccc1NC(=S)NCc1ccccc1 | 2% | 10%
79 | Cc1oc(-c2ccccc2)nc1C(=O)N(C)C(C)C(C)(C)C (centres undefined) | -12% | -4%
80 | Cc1cc(C)nc(-n2nc(C)c3c2NC(=O)CC3c2ccccc2OC(C)C)n1 (centres undefined) | -8% | 2%
81 | Cc1nc2cccc(C(=O)Oc3ccc(Cl)cc3)c2o1 | -9% | -10%
82 | COc1ccc(C(=O)COC(=O)c2cccc(NC(=O)c3ccc(OC)c(OC)c3)c2)cc1 | 51%[activator] | 2%
83 | CN(C)C(=O)Cc1cccc(N)c1 | 9% | 4%
84 | Cc1cc(C)n(-c2nnc(SCC(=O)Nc3ccccc3C)n2N)n1 | -6% | -3%
85 | COC(=O)c1ccc(Oc2c(C(F)(F)F)oc3cc(O)ccc3c2=O)cc1 | 0% | 7%
86 | COc1cc(/C=C/C(=O)c2ccc(C)cc2OC)ccc1OC(F)F | -19% | -1%
87 | CCN(C(=O)c1cc2c(=O)oc3ccccc3c2s1)c1ccc(C)c(C)c1 | -20% | -8%
88 | O=C(Cc1ccc2c(c1)CCC2)Nc1nc2ccc(F)cc2s1 | 21% | -2%
89 | CCN1CCN(c2nc3ccccc3nc2C(C#N)S(=O)(=O)c2cccc(C)c2)CC1 (centres undefined) | 13% | -4%
90 | Cc1c(C)c2ccc(OCC(=O)NCc3ccc(S(N)(=O)=O)cc3)cc2oc1=O | -5% | -9%
91 | COc1ccc(C(=O)/C=C/c2ccc(C)cc2)c(O)c1 | -1% | 4%
92 | COc1ccc(OC)c(NC(=O)CCc2c(C)c3ccc(OC)c(C)c3oc2=O)c1 | -2% | -4%
93 | O=C1CCCc2cc(S(=O)(=O)N3CCCC(C(=O)NCc4ccc(Cl)cc4)C3)ccc2N1 (centres undefined) | 0% | 12%
94 | COc1cc2nc(NCCc3ccc(Cl)cc3)n3nc(-c4ccccc4)nc3c2cc1OC | -6% | ?
95 | CCCCN(CC)CCCNC(=O)Cn1ncc2c3ccccc3n(Cc3ccccc3F)c2c1=O | -13% | 6%
96 | O=C(Nc1cc(F)ccc1F)c1cc2nc(-c3ccco3)cc(C(F)(F)Cl)n2n1 | 12% | 0%
97 | CCOC(=O)CSC1=C(C#N)C(c2ccco2)C(C(=O)Nc2cccc(C(F)(F)F)c2)=C(C)N1 (centres undefined) | -6% | -9%
98 | COc1ccc(Nc2nc(C)nc(N)c2S(=O)(=O)c2ccccc2)cc1 | 25% | 15%
99 | C[N+](C)(C)c1ccc(/C=N/N=C/c2ccccc2)cc1 | -23% | -7%
100 | O=C(CCc1ncc(-c2ccccc2Cl)o1)N1CCN(S(=O)(=O)c2ccccc2Cl)CC1 | -24% | -3%
101 | N#Cc1ccc(S(=O)(=O)N2CCC(C(=O)Nc3nc4c(s3)CCC4)CC2)cc1 | 15% | 5%
102 | CCOC(=O)N[C@H](Cc1c[nH]c2ccccc12)C(=O)Nc1cccc(Cl)c1 | -17% | 0%
103 | COc1cccc(C2=NS(=O)(=O)N(C)C(C(=O)Nc3ccn(Cc4ccc(C)cc4)n3)=C2)c1 | 5% | 3%
104 | CCOc1ccc(C(=O)Nc2cc(-c3nc4ccccc4o3)ccc2C)cc1Cl | 10% | 22%
105 | O=C(NCc1ccncc1)c1ccc(NS(=O)(=O)c2ccc3[nH]c(=O)[nH]c3c2)cc1 | -4% | -7%

More results
nr | molecule | AID inhibitor | UDG counter
106 | Nc1ccc(-c2ccc(CO)o2)cc1 | 11% | 3%
107 | COc1ccc(NC(=O)CCNS(=O)(=O)c2ccc3c(c2)CCCC(=O)N3)cc1 | 19% | -2%
108 | Cc1ccc(N/N=C/c2ccc(C)s2)cc1 | -8% | -12%
109 | O=C(Nc1cc(C(F)(F)F)ccc1Cl)C(F)(F)C(F)(F)C(F)(F)C(F)(F)C(=O)Nc1cc(C(F)(F)F)ccc1Cl | 0% | -6%
110 | N#C/C(=C\c1c[nH]c2ccccc12)C(=O)c1ccc(O)c(O)c1 | -5% | 10%
